High-throughput results as filed in PubChem.
PglD inh = C. jejuni PglD acetyltransferase inhibitors, primary screen, biochemical, DTNB colorimetric, single point; inhibition, % at 12.5 µM; 360,000 tested, 0.098% active; UDP-N-acetylbacillosamine N-acetyltransferase PglD (Campylobacter jejuni); purified PglD enzyme, DTNB colorimetric CoA detection; in the data active = inhibition above about 16%, passing the limit was not always enough; note: strong numbers were not always called active
ARNT TACC3 PPI = disruptors of ARNT/TACC3 protein interaction, primary screen, biochemical, AlphaScreen, single concentration | AlphaScreen His-ARNT PAS-B/GST-TACC3 binding, luminescence; TACC3 fragment carries E629A point mutation | inhibition, % at 9.99 µM | 390,000 tested, 0.66% active | AID 623870, 2012;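 active = mean inhibition of replicates at least 50% and at least half of replicates each reaching 50%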;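 note: 0% = complete ARNT plus TACC3 wells and 100% = ARNT alone without TACC3; many hits fall short of the cut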
RAD52 inh = RAD52 DNA annealing inhibitors, primary screen, biochemical, FRET, single point, set 2; DNA repair protein RAD52 homolog (Homo sapiens), P43351; recombinant RAD52 DNA annealing, FRET fluorescence; inhibition, % at 18.7 µM; 360,000 tested, 0.46% active; AID 651710, 2012;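 active = every replicate showing at least 50% inhibition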
Target sequence (P43351 whole entry, looked up): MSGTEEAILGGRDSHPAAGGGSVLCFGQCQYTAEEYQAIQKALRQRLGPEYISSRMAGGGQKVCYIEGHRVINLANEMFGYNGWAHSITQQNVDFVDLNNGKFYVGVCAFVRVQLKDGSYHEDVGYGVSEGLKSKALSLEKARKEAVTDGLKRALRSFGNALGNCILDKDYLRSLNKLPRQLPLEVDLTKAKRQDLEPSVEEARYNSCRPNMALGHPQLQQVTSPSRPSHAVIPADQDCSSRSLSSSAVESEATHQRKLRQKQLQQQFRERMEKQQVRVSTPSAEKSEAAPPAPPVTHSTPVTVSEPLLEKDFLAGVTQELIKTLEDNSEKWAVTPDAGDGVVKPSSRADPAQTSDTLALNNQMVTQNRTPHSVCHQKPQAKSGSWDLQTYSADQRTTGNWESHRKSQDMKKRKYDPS
esBAF inh = Bmi1 luciferase reporter increase in mESCs, primary screen, esBAF inhibitor project, mouse ES cells, Bmi1 luciferase knock-in, single point | 24 h; 100% = twice the neutral-well signal | reporter increase, % at 12.5 µM | 350,000 tested, 2% active; in the data active = activation above about 40%;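 note: 0% = median of the plate's neutral control wells and 100% = double that signal; a rise in the Bmi1 reporter signal indicates esBAF inhibition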
E-sel inducer = E-selectin induction in HUVECs, primary screen, imaging, HUVEC, immunofluorescence imaging, single point | P16581 | normalized: neutral wells 0, TNF-alpha wells 100 | activation, % at 7.58 µM | 260,000 tested, 0.37% active | AID 686992, 2013;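 active = mean E-selectin-positive cell signal at least 10% of the positive control, reached in at least 60% of replicates, without over 20% cell loss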;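 note: in these data hits start at about 27%; measured in HUVEC primary endothelial cells; signal is the percent of cells scored E-selectin positive by PE staining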
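Material: HUVEC primary endothelial cells; Amount: 3,000 cells per well; Dosing: single concentration; Medium: EGM-2 growth medium on 0.1% gelatin-coated wells; Read-out basis: percent E-selectin-positive cells; Signal: immunofluorescence imaging; Control set: TNF-alpha, DMSO.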
ERp5 inh = inhibitors of ERp5-driven insulin aggregation, primary screen, biochemical, turbidity, absorbance 650 nm, single point; 350,000 tested, 0.05% active; AID 651711, 2012; Protein disulfide-isomerase A6 (Homo sapiens), Q15084; inhibition, % at 9.99 µM; 90 min;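 active = mean replicate inhibition above about 25%, with every replicate also reaching it, limit read from the data, passing the limit was not always enough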
CASP6 VEID inh = human caspase-6 inhibitors, primary screen, biochemical, VEID-R110 fluorescence, single point, set 2 | P55212 | purified caspase-6, Z-VEID-R110 cleavage fluorescence | inhibition, % at 12.5 µM | 350,000 tested, 0.53% active;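 active = mean inhibition across replicates at least about 35%, with every replicate also reaching that limit, limit read from the data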;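 note: 0% = median of neutral control wells and 100% = no fluorescence left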
Target sequence (P55212 24-179 limits assumed): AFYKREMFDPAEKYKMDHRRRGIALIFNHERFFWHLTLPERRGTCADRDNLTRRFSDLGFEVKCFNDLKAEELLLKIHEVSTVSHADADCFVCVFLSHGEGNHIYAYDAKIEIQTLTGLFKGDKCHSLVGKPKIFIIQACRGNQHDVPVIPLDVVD
Target sequence (P55212 194-293 limits assumed): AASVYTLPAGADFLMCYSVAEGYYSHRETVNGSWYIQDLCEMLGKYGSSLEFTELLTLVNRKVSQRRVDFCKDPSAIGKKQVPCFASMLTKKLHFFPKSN
RAD54 inh = inhibitors of human RAD54 branch migration, primary screen, biochemical, fluorescence, single point; AID 602329, 2012; 360,000 tested, 0.14% active; inhibition, % at 10.4 µM; RAD54 Holliday junction branch migration, FAM/BHQ fluorescence; DNA repair and recombination protein RAD54-like (Homo sapiens), Q92698;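 active = mean normalized replicate activity at least 40 and at least half of replicates scoring 40 or more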;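 note: 0% = median of neutral control wells and 100% = median of positive control wells; inhibitors cause a drop in the FAM fluorescence signal; in these data hits start at about 50%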
The depositor's hits bear a star.

How did O=C(O)c1cn(C2CC2)c2cc(N3CCN(S(=O)(=O)c4ccc5c(c4)OCCO5)CC3)c(F)cc2c1=O do in these assays?
PglD inh: 0; ARNT TACC3 PPI: -2; RAD52 inh: -3; esBAF inh: -17; E-sel inducer: 3.2; ERp5 inh: 0; CASP6 VEID inh: 3; RAD54 inh: -4

Results for CCOC(=O)c1nnc(-c2ccccc2)nc1NC ?
PglD inh: -4; ARNT TACC3 PPI: 8; esBAF inh: 3; RAD54 inh: -3

Results for COc1ccc(CN(C)C[C@@H]2Oc3ccc(NC(=O)C4CCCCC4)cc3C(=O)N([C@H](C)CO)C[C@H]2C)cc1 ?
PglD inh: 2; ARNT TACC3 PPI: 0; RAD52 inh: 0; esBAF inh: -4; E-sel inducer: -0.4; ERp5 inh: 0; CASP6 VEID inh: -1; RAD54 inh: 23

What do the screens show for `CC(C)C1N(C(=O)CN2CCCC2)CCN1S(=O)(=O)c1ccccc1` (centres undefined)?
PglD inh: 3; ARNT TACC3 PPI: 1; esBAF inh: -1; RAD54 inh: -4

What do the screens show for `CCCN(C)C[C@H]1Oc2cc(C#Cc3ccc(OC)cc3)ccc2S(=O)(=O)N([C@H](C)CO)C[C@H]1C`?
PglD inh: 8; ARNT TACC3 PPI: -6; RAD52 inh: 23; esBAF inh: -2; E-sel inducer: 0.0; ERp5 inh: 18; CASP6 VEID inh: 2; RAD54 inh: 4

Results for CSC1=NC2(CCCCC2)CC12C=CC(=O)C=C2 ?
ARNT TACC3 PPI: -1; RAD52 inh: -7; E-sel inducer: 0.9; ERp5 inh: -3; CASP6 VEID inh: 0

What do the screens show for `O=C(NC(=S)Nc1cccc2c(O)cccc12)c1ccco1`?
PglD inh: 4; ARNT TACC3 PPI: 11; RAD52 inh: -16; esBAF inh: -1; E-sel inducer: -0.8; ERp5 inh: -1; CASP6 VEID inh: 17; RAD54 inh: 4

What do the screens show for `C=CCN(C(=O)c1csnn1)C(C(=O)NCc1ccc(F)cc1)c1sccc1C` (centres undefined)?
PglD inh: -3; RAD52 inh: -25; esBAF inh: -1; E-sel inducer: -0.2; ERp5 inh: -2; CASP6 VEID inh: 2; RAD54 inh: -7

How did CCCc1c(-c2ccccc2)ncn1Cc1ccccc1OC do in these assays?
RAD52 inh: 9; E-sel inducer: 0.1; ERp5 inh: 4; CASP6 VEID inh: 3

Results for COc1cccc(Cn2cccc(NC(=O)Nc3cccc(C#N)c3)c2=O)c1 ?
RAD52 inh: -8; E-sel inducer: -0.4; ERp5 inh: -8; CASP6 VEID inh: 6

How did CC1CCN(S(=O)(=O)c2ccc3c(c2)oc(=O)n3CC(=O)N2CCc3ccccc3C2)CC1 do in these assays?
PglD inh: -4; ARNT TACC3 PPI: -7; RAD52 inh: -30; esBAF inh: 1; E-sel inducer: -0.2; ERp5 inh: -4; CASP6 VEID inh: -2; RAD54 inh: 2

How did COc1ccccc1N1C(=O)C2C3C=CC(C3)C2(C)C1=O (centres undefined) do in these assays?
PglD inh: 1; ARNT TACC3 PPI: -5; esBAF inh: -5; RAD54 inh: 7

How did COc1ccc(-c2ccc([C@@H]3[C@H]4CN(C(=O)c5cccnc5)CC(=O)N4[C@H]3CO)cc2)cc1 do in these assays?
RAD52 inh: 2; E-sel inducer: 0.3; ERp5 inh: 1; CASP6 VEID inh: 0

Results for CCOc1ccc(C(=O)NC2CCN(C(=O)Nc3ccccc3OC)CC2)cc1 ?
PglD inh: 0; ARNT TACC3 PPI: -7; esBAF inh: 5; RAD54 inh: -2

Results for O=C(N/N=C\c1ccc(Oc2ccccc2)cc1)c1csnn1 ?
ARNT TACC3 PPI: -5; RAD52 inh: -10; ERp5 inh: -1; CASP6 VEID inh: 2

What do the screens show for `Cc1ccc2occ(C(=O)c3ccco3)c(=O)c2c1`?
PglD inh: -4; ARNT TACC3 PPI: 3; RAD52 inh: -8; esBAF inh: 9; ERp5 inh: 5; CASP6 VEID inh: -2; RAD54 inh: 4

What do the screens show for `CCOC(=O)c1oc2cccc(OCC(O)CNC(C)C)c2c1C` (centres undefined)?
PglD inh: 0; ARNT TACC3 PPI: -3; esBAF inh: -7; RAD54 inh: 38

How did Cc1cccc(-n2cc(-c3ccccc3)c3c(N4CCOCC4)ncnc32)c1 do in these assays?
PglD inh: -2; ARNT TACC3 PPI: 8; RAD52 inh: -12; esBAF inh: -3; E-sel inducer: -0.1; ERp5 inh: -1; CASP6 VEID inh: -3; RAD54 inh: -6

What do the screens show for `COc1ccccc1C#Cc1ccc2c(c1)O[C@@H](CN(C)C(C)=O)[C@H](C)CN([C@H](C)CO)S2(=O)=O`?
PglD inh: -1; ARNT TACC3 PPI: -4; RAD52 inh: 10; esBAF inh: 0; E-sel inducer: 0.0; ERp5 inh: 1; CASP6 VEID inh: 7; RAD54 inh: -7

How did COc1cccc(C(=O)OC(C)C(=O)Nc2ccc3c(c2)OCO3)c1 (centres undefined) do in these assays?
PglD inh: -1; ARNT TACC3 PPI: -3; RAD52 inh: -12; esBAF inh: -1; E-sel inducer: -0.3; ERp5 inh: -11; CASP6 VEID inh: 4; RAD54 inh: 1

How did CCC(C(=O)OCc1csc(CC(=O)Nc2ccccc2C)n1)c1ccccc1 (centres undefined) do in these assays?
PglD inh: 8; ARNT TACC3 PPI: -8; RAD52 inh: -65; esBAF inh: 1; E-sel inducer: 1.6; ERp5 inh: -1; CASP6 VEID inh: -7; RAD54 inh: -17

Results for Cc1ccc(C(=O)NCC(c2ccc(F)cc2)N2CCOCC2)cc1 (centres undefined) ?
ARNT TACC3 PPI: -8; RAD52 inh: -4; E-sel inducer: 1.3; ERp5 inh: 6; CASP6 VEID inh: 4

What do the screens show for `CC(C)N1C(=O)CCC1C(=O)NC1CCCC1` (centres undefined)?
PglD inh: 3; ARNT TACC3 PPI: -6; esBAF inh: -2; RAD54 inh: 4

How did COc1ccc(CC(=O)NCC2CCCN(Cc3ccccc3OC)C2)cc1 (centres undefined) do in these assays?
PglD inh: 2; ARNT TACC3 PPI: 0; RAD52 inh: -12; esBAF inh: -2; E-sel inducer: 0.0; ERp5 inh: -2; CASP6 VEID inh: -1; RAD54 inh: -2

Results for C[C@@H]1CCCCO[C@@H](CN(C)S(=O)(=O)c2cccs2)[C@H](C)CN([C@H](C)CO)C(=O)c2cc(NC(=O)Nc3cccc4ccccc34)ccc2O1 ?
PglD inh: 3; ARNT TACC3 PPI: -18; esBAF inh: -2; E-sel inducer: 0.4; RAD54 inh: 0

How did Cc1cc(C(=O)NC2CCCc3ccccc32)ccc1[N+](=O)[O-] (centres undefined) do in these assays?
PglD inh: -2; ARNT TACC3 PPI: 8; RAD52 inh: -17; esBAF inh: 11; E-sel inducer: 0.0; ERp5 inh: -4; CASP6 VEID inh: -1; RAD54 inh: 10

Results for Cc1c(C(=O)Nc2ccc(S(N)(=O)=O)cc2)oc2ccc(Cl)cc12 ?
ARNT TACC3 PPI: 2; RAD52 inh: -1; ERp5 inh: 3; CASP6 VEID inh: 1

Results for CCOc1ccc(Oc2ccc(Cl)cc2NC(=O)CCNC(C)=O)cc1 ?
PglD inh: -7; ARNT TACC3 PPI: -4; RAD52 inh: -3; esBAF inh: -4; E-sel inducer: 1.2; ERp5 inh: 2; CASP6 VEID inh: 4; RAD54 inh: -2

Results for CC(C)(C)[S@@](=O)N1Cc2cc(C(=O)NCCc3ccncc3)nc(-c3cccc(-c4ccc(C#N)cc4)c3)c2[C@H]1CCO ?
PglD inh: 0; ARNT TACC3 PPI: -7; RAD52 inh: 9; esBAF inh: 8; E-sel inducer: 0.1; ERp5 inh: 2; CASP6 VEID inh: -3; RAD54 inh: -2

How did COc1ccc(C2(C)NC(=O)N(CC(=O)Nc3ccc4c(c3)CCC4)C2=O)cc1OC (centres undefined) do in these assays?
PglD inh: 3; ARNT TACC3 PPI: 5; RAD52 inh: -16; esBAF inh: -8; ERp5 inh: 0; CASP6 VEID inh: -1; RAD54 inh: 0

The list goes on, overlapping the part above by three compounds.
Results for CCOc1ccc(Oc2ccc(Cl)cc2NC(=O)CCNC(C)=O)cc1 ?
PglD inh: -7; ARNT TACC3 PPI: -4; RAD52 inh: -3; esBAF inh: -4; E-sel inducer: 1.2; ERp5 inh: 2; CASP6 VEID inh: 4; RAD54 inh: -2

Results for CC(C)(C)[S@@](=O)N1Cc2cc(C(=O)NCCc3ccncc3)nc(-c3cccc(-c4ccc(C#N)cc4)c3)c2[C@H]1CCO ?
PglD inh: 0; ARNT TACC3 PPI: -7; RAD52 inh: 9; esBAF inh: 8; E-sel inducer: 0.1; ERp5 inh: 2; CASP6 VEID inh: -3; RAD54 inh: -2

How did COc1ccc(C2(C)NC(=O)N(CC(=O)Nc3ccc4c(c3)CCC4)C2=O)cc1OC (centres undefined) do in these assays?
PglD inh: 3; ARNT TACC3 PPI: 5; RAD52 inh: -16; esBAF inh: -8; ERp5 inh: 0; CASP6 VEID inh: -1; RAD54 inh: 0

How did CCC(=O)Nc1cc(SCCO)cc([N+](=O)[O-])c1 do in these assays?
PglD inh: -2; ARNT TACC3 PPI: 14; esBAF inh: 15; RAD54 inh: -1

What do the screens show for `Cc1cc(C)cc(N(C)S(=O)(=O)c2nnc(NC(=O)C(C)C)s2)c1`?
PglD inh: 3; ARNT TACC3 PPI: -7; RAD52 inh: -2; esBAF inh: -5; E-sel inducer: 0.5; ERp5 inh: 0; CASP6 VEID inh: -1; RAD54 inh: 5

What do the screens show for `CO[C@H]1CN(C)C(=O)c2ccc(NS(=O)(=O)c3ccccc3)cc2OC[C@H](C)N(Cc2cccnc2)C[C@H]1C`?
PglD inh: 2; ARNT TACC3 PPI: -4; RAD52 inh: 5; esBAF inh: -3; E-sel inducer: 0.3; ERp5 inh: 6; CASP6 VEID inh: 1; RAD54 inh: -7

Results for N=c1c2c(n(Cc3ccc(F)cc3)c3c1CCC3)CCC2 ?
ARNT TACC3 PPI: -2; RAD52 inh: -14; ERp5 inh: 8; CASP6 VEID inh: -1

Results for c1ccc2nc(N3CCOCC3)cnc2c1 ?
PglD inh: -1; ARNT TACC3 PPI: -8; esBAF inh: 19; RAD54 inh: -5

What do the screens show for `Cc1ccc(C(=O)N2CCC(Cc3ccccc3)CC2)cc1S(=O)(=O)N1CCOCC1`?
PglD inh: 4; ARNT TACC3 PPI: 7; RAD52 inh: -6; E-sel inducer: 2.3; ERp5 inh: 1; CASP6 VEID inh: 4; RAD54 inh: -9

Results for Cc1ccc(S(=O)(=O)N(C)C[C@H]2Oc3c(NS(=O)(=O)c4c(C)noc4C)cccc3C(=O)N([C@H](C)CO)C[C@H]2C)cc1 ?
PglD inh: 1; ARNT TACC3 PPI: 7; RAD52 inh: -3; esBAF inh: 1; E-sel inducer: -0.1; ERp5 inh: -1; RAD54 inh: -8

What do the screens show for `CC(=O)N1CCN(S(=O)(=O)c2ccc(F)c(Cl)c2)CC1`?
PglD inh: -1; ARNT TACC3 PPI: -2; RAD52 inh: -4; esBAF inh: -3; E-sel inducer: -0.1; ERp5 inh: -7; CASP6 VEID inh: 3; RAD54 inh: -4

What do the screens show for `C[C@@H]1CCCCO[C@@H](CN(C)C(=O)CCCN(C)C)[C@@H](C)CN([C@@H](C)CO)C(=O)c2cc(NC(=O)Nc3ccc(C(F)(F)F)cc3)ccc2O1`?
PglD inh: 2; ARNT TACC3 PPI: 2; esBAF inh: 0; E-sel inducer: -0.2; RAD54 inh: 22

What do the screens show for `Nc1ncncc1-c1ccc2ccccc2c1`?
PglD inh: 2; ARNT TACC3 PPI: 3; RAD52 inh: -3; esBAF inh: 5; E-sel inducer: 0.0; ERp5 inh: -1; CASP6 VEID inh: -1; RAD54 inh: 5
